WRN helicase inh – blocks human WRN helicase; WRN helicase unwinding, fluorescent forked duplex, kinetic; Potency, µM (titrated, usually from 114 µM), for inactives: at the top dose activity change, negative = inhibition, usual class: inhibitors; Q14191; 0.46% of 360,000 active; also: potency is read from the fitted curve at half-maximal effect; % is scaled to controls: 0 for no effect and ±100 for the full control effect; nearly all actives have a fitted effect of over 55% in size
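Kinetic fluorescence helicase assay: unwinding of a quenched forked DNA duplex (100 nM final) with 2 mM ATP final raises red fluorescence (525/598 nm). Compounds sat 15 min at room temperature with 20 nM WRN beforehand.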
PI5P4K alpha inh – inhibitors of human PI5P4K alpha. P48426. PI5P4Kalpha enzyme, ADP-Glo luminescence, 60 min; active compounds read low. max response, %. 1.2% of 330,000 active; active = max response of -50% or lower; inconclusive = between -30% and -50%; inactive = -30% or higher; also: value at the top dose of about 77 µM; % is scaled to controls: 0 for no effect and ±100 for the full control effect
Target sequence (P48426 whole entry, looked up): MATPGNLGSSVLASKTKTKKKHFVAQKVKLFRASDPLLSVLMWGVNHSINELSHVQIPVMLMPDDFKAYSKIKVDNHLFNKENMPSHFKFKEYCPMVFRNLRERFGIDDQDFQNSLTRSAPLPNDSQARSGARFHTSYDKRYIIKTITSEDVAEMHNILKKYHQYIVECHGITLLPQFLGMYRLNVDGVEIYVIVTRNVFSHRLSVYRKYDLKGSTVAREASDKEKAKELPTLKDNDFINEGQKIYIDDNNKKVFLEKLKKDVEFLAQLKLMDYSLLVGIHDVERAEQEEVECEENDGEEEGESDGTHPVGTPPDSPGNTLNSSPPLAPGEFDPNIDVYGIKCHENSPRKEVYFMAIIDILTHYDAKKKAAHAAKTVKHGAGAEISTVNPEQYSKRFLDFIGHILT
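Reactions run in 0.038 M HEPES pH 7.4, 0.28 mM EGTA, 0.1% CHAPS and 5% DMSO, with PI5P4Kalpha, substrate, compound and 5 microM ATP final, one hour at room temperature. Readout is ADP-Glo luminescence.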
PLK1 PBD inh – PLK1 (human) polo-box domain binding inhibition. Plk1 PBD binding of FITC phosphopeptide, fluorescence polarization. Potency, µM, without a hit: max response, negative = inhibition, usual class: inhibitors. AID 720504. 2.8% of 360,000 active. P53350; also: potency is read from the fitted curve at half-maximal effect; series mostly up to about 57 µM; % is scaled to controls: 0 for no effect and ±100 for the full control effect; nearly all actives have a fitted effect of over 65% in size
Target sequence (P53350 whole entry, looked up, the tested form may be a part): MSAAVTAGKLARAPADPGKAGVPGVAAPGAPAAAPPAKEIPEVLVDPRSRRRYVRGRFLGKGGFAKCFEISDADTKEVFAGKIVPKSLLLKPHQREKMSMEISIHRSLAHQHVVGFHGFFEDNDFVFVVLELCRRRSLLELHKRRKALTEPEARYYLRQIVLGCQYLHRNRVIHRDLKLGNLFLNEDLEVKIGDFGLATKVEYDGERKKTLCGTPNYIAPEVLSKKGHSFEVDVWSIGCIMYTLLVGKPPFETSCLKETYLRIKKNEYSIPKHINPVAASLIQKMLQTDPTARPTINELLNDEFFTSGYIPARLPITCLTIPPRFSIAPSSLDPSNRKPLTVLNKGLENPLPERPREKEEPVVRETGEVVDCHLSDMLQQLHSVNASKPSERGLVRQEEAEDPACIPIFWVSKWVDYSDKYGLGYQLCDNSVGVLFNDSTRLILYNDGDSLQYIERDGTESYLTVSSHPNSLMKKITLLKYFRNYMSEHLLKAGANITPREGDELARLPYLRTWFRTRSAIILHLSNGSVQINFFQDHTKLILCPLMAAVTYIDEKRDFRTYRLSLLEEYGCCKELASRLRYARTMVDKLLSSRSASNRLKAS
EPAC1 antag – blocks human EPAC1 exchange factor; O95398; EPAC1 GEF assay, Rap1b-BODIPY-GDP exchange fluorescence; Potency, µM (series often up to 115 µM), inactives show top-dose activity change, negative = inhibition, actives largely listed as inhibitors; 0.14% of 360,000 active; AID 720709;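 also: potency is read from the fitted curve at half-maximal effect; plate controls were vehicle for no effect and positive control for full effect; nearly all actives have a fitted effect of over 50% in size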
CCT modulator – modulators of cytosolic chaperonin (CCT/TRiC) activity. purified chaperonin ATPase assay, HTRF ADP detection, 30 min. activity change, % (test concentration not listed), hits read low. 0.3% of 360,000 active; in the data active = activity change below about -30%; also: % is scaled to controls: 0 for no effect and ±100 for the full control effect
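We incubate TRiC, 40 or 20 nM final, with library compounds at 76 uM and 10 uM ATP for 30 min at 37 °C. ADP formed is detected with Transcreener HTRF reagents after 30 min at room temperature.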
EPAC2 agonist – EPAC2 (human) agonism; Q8WZA2; EPAC2 activation, biochemical qHTS; response scale: 100% = 6.5 mM cAMP response; Potency, µM (series often up to 154 µM), for inactives: top-dose activation, actives largely listed as activators; 0.079% of 360,000 active; AID 720711; also: potency is read from the fitted curve at half-maximal effect; nearly all actives have a fitted effect of over 50% in size
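EPAC2 (100 nM) mixed with Rap1B loaded with BODIPY-GDP (250 nM) plus 50 uM unlabeled GDP; compounds pinned in, 5 min RT, then read every 5 min for 30 min (ex 480, em 540 nm). Normalized to cAMP control.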
EPAC1 agonist – EPAC1 (human) agonism. O95398. EPAC1 agonist qHTS, biochemical assay; response scale: 100% = response to 6.5 mM cAMP. Potency, µM (series often up to 154 µM), for inactives: top-dose activation, usual class: activators. 0.073% of 360,000 active; also: potency is read from the fitted curve at half-maximal effect; nearly all actives have a fitted effect of over 60% in size
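Read-out is the fluorescence drop as BODIPY-GDP leaves Rap1B (480 nm excitation, 540 nm emission), recorded every 5 minutes over 30 minutes. Reactions held 100 nM EPAC1, 250 nM Rap1B–BODIPY-GDP and 50 uM GDP, with 6.5 mM cAMP setting full activation.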
IL2 activator – activators of IL-2; IL-2 activation reporter assay, cell-based qHTS; stimulated with anti-CD3/CD4/CD28 beads; in transgenic mouse T cells; activation, % (series mostly up to about 46 µM); 0.065% of 360,000 active; in the data active = activation above about 50%; inconclusive = mostly about 30% to 49%; also: 0% is about no effect
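First, unstimulated transgenic mouse T cells were exposed to compound for 60 min. Next, anti-CD3/anti-CD4-coated beads with anti-CD28 were added. Finally, after 18 h at 37 degrees C, EGFP and DsRed were imaged.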
Active calls of the source: *; ? = inconclusive; / = not tested or not shown; [ ] = another dose, or the depositor's remark. Unless noted, calls follow the shape of the dose curve; as a rule, active = well fitted curve in the direction sought with a large enough effect; inconclusive = small, poorly fitted or top-dose-only effect, or another doubt; inactive = no such curve, though single readings can be large; an effect the other way counts as inactive or inconclusive. Some of the compounds tested. The share of hits here may be higher or lower than overall.

SMILES	WRN helicase inh	PI5P4K alpha inh	PLK1 PBD inh	EPAC1 antag	CCT modulator	EPAC2 agonist	EPAC1 agonist	IL2 activator
CCOC(=O)c1c(NC(=O)CSc2ncn[nH]2)sc(C(C)=O)c1C	5%	9	-6%	3%	-2.1	8%	8%	-0.4
O=C(NCc1ccccc1)NC1CCCCC1	-11%	/	3%	10%	-2.6	0%	0%	-1.2
CCOC(=O)N1CCN(Cc2nc3c(c(=O)n(C)c(=O)n3C)n2Cc2cccc(C)c2)CC1	3%	-1	-2%	0%	-0.9	0%	13%	-0.5
COc1cccc(OCC(=O)NCCS(=O)(=O)N2CCN(c3ccccc3)CC2)c1	9%	-1	-1%	0%	-1.0	4%	9%	-2.7
COC(=O)COc1ccc(S(=O)(=O)Nc2cc([N+](=O)[O-])ccc2C)cc1	-7%	5	-7%	15%	2.3	3%	8%	-0.3
O=C(N/N=C/c1cccc(Br)c1)C1CC(=O)N(c2ccccc2)C1 (stereo unspecified)	-7%	2	5%	0%	1.6	-6%	-1%	-2.5
COc1cc(OC)cc(C(=O)NCC(=O)NCc2ccccn2)c1	2%	3	-7%	-4%	-1.9	2%	1%	-0.3
NS(=O)(=O)c1cc(C(=O)OCC(=O)Nc2ccc3c(c2)OCO3)ccc1Cl	-27%	-14	4%	-15%	-1.2	6%	-5%	0.6
O=C(c1cc2ccccc2c(=O)o1)N1CCCc2ccccc21	8%	0	-1%	0%	-3.3	-1%	0%	0.8
CN1CCc2c(n(CC(O)CN3C(=O)c4ccccc4S3(=O)=O)c3ccccc23)C1=O (stereo unspecified)	3%	-4	-2%	-4%	-1.3	14%	9%	0.3
CC1CCCCN1CCNc1nc(=S)[nH]c2ccccc12 (stereo unspecified)	3%	/	-4%	-2%	0.1	10%	5%	2.7
CCCCNC(=O)C1(C)CCCCN1C(=O)c1cccs1 (stereo unspecified)	-4%	-1	-10%	8%	0.7	5%	-14%	1.7
N#CC1=C(N)Oc2n[nH]c(-c3ccccc3)c2C1c1cccnc1 (stereo unspecified)	-9%	?	-14%	-8%	1.0	7%	0%	1.8
O=C(Nc1ccc(OC(F)(F)F)cc1)Nc1cccc([N+](=O)[O-])c1	-10%	11	-1%	-6%	2.8	-8%	16%	-0.8
COC(=O)c1ccc(CNC(=O)/C=C/[C@H]2O[C@@H](n3cc(C)c(=O)[nH]c3=O)C[C@@H]2O)cc1	-8%	6	1%	-8%	-4.0	-20%	3%	0.7
Cc1ncc([N+](=O)[O-])n1CCOC(=O)Nc1ccc(Cl)c(Cl)c1	2%	8	3%	-1%	0.4	-10%	1%	-3.9
C[C@@]12C(=O)N(c3cccc(F)c3)C(=O)N1[C@@H]1c3ccccc3OC[C@@H]1[C@H]2c1ccccc1	-4%	5	-4%	5%	-1.6	16%	7%	-1.1
O=C(COC(=O)c1ccc(O)cc1O)Nc1cc(-c2ccccc2)nn1-c1ccccc1	-9%	1	-12%	-28%	-2.4	18%	27%	-1.7
COc1ccccc1Oc1c(C)oc2c(CN3CCN(CCO)CC3)c(O)ccc2c1=O	8%	-2	3%	11%	1.1	0%	-1%	0.8
NNC(=O)c1ccc(Cn2cc(Cl)cn2)o1	4%	-2	4%	-1%	-0.1	-1%	10%	-0.2
O=C(COc1ccccc1Cl)Nc1ccc(S(=O)(=O)Nc2ccccn2)cc1	-3%	-6	-5%	1%	-0.2	5%	2%	-3.0
CCOC(=O)C(C)Sc1ncc(-c2ccccc2)cn1 (stereo unspecified)	8%	2	-4%	3%	0.4	3%	2%	-0.2
CCN(CC(=O)Nc1c(F)cccc1F)C(=O)c1ccc(OCc2c(C)noc2C)cc1	0%	-7	1%	-1%	-0.5	0%	0%	-0.5
Cc1ccc(S(=O)(=O)N2CCCCC2)cc1NC(=O)COC(=O)C1CC1	-2%	0	-1%	3%	-0.1	4%	-6%	-0.7
O=C(CNC(=S)N(Cc1ccccc1)Cc1cccnc1)NC1CC1	4%	-3	1%	2%	-1.4	-6%	-5%	-3.6

Rewritten with two lines to a compound: entries from further up.
Values in the order – WRN helicase inh | PI5P4K alpha inh | PLK1 PBD inh | EPAC1 antag | CCT modulator | EPAC2 agonist | EPAC1 agonist | IL2 activator
CCOC(=O)N1CCN(Cc2nc3c(c(=O)n(C)c(=O)n3C)n2Cc2cccc(C)c2)CC1
  3% | -1 | -2% | 0% | -0.9 | 0% | 13% | -0.5
COc1cccc(OCC(=O)NCCS(=O)(=O)N2CCN(c3ccccc3)CC2)c1
  9% | -1 | -1% | 0% | -1.0 | 4% | 9% | -2.7
CCCCNC(=O)C1(C)CCCCN1C(=O)c1cccs1 (stereo unspecified)
  -4% | -1 | -10% | 8% | 0.7 | 5% | -14% | 1.7

New compounds follow:
SMILES	WRN helicase inh	PI5P4K alpha inh	PLK1 PBD inh	EPAC1 antag	CCT modulator	EPAC2 agonist	EPAC1 agonist	IL2 activator
Cc1ccccc1NC(=O)c1cc(N)ccc1N1CCCCC1	-12%	/	-8%	-13%	-2.4	8%	-10%	-0.9
COc1cccc(CNC(=O)C2CCC(CNc3c(N4CCC(C)CC4)c(=O)c3=O)CC2)c1 (stereo unspecified)	-1%	-9	-6%	-18%	-1.5	-6%	-5%	-6.6
Cc1ccc(C(=O)N(CC(=O)NC2CCCC2)c2ccccc2F)s1	5%	3	-19%	-7%	3.0	8%	3%	-1.2
CN(C)S(=O)(=O)c1ccc(N2CCCC2)c(C(=O)N2CCN(S(=O)(=O)c3cccc(F)c3)CC2)c1	-12%	0	1%	7%	-0.6	6%	10%	3.7
N#Cc1c(NC(=O)CSC2=NCCS2)sc2c1CCCC2	-16%	/	-8%	6%	-1.3	21%	15%	-0.5
CCOC(=O)C(Cc1ccccc1)NC(=O)CCc1nnc2ccc(N3CCCC3)nn12 (stereo unspecified)	2%	-2	24µM*	9%	-0.1	-6%	12%	-2.0
Cc1ccc(-c2cc(C(=O)Nc3ccc(S(=O)(=O)Nc4ncccn4)cc3)c3ccccc3n2)cc1	-16%	?	?	0%	-0.9	-15%	-8%	-3.0
O=C(O)C(c1ccccc1)C(O)C1CCCC1 (stereo unspecified)	6%	14	-4%	0%	-2.2	0%	4%	-5.9
C/C(CC(=O)Nc1ccccn1)=N\NC(=O)C(=O)Nc1cccc(C)c1	-3%	10	-5%	12%	-0.8	-6%	-6%	0.1
CC1=NC(=O)C(N=Nc2cccc(C(=O)O)c2)N1c1ccccc1 (stereo unspecified)	-30%	/	-5%	3%	-2.6	2%	4%	-0.2
Cc1ccccc1SCC(=O)OCC(=O)NCc1ccccc1	-1%	1	-20%	-8%	0.1	4%	-4%	1.4
CC(=O)N1CCc2cc(S(=O)(=O)NC(Cc3ccccc3)C(=O)NCCN3CCCCC3C)ccc21 (stereo unspecified)	-10%	2	-3%	-21%	-1.4	3%	1%	-0.5
COc1ccccc1-c1cc(C(=O)N2CCN(c3ccccc3OC)CC2)no1	-11%	/	-6%	-18%	-2.2	11%	19%	0.1
CC(Sc1ccccc1)C(=O)NCC(c1ccco1)N1CCCCC1 (stereo unspecified)	-6%	9	-9%	13%	-3.8	-8%	7%	-5.0
Cc1ccc(C)c(N2CCN(S(=O)(=O)c3c(C)noc3/C=C/N(C)C)CC2)c1	-9%	-6	-4%	-12%	1.8	11%	12%	-0.3
CCOCCCn1c(=NC(=O)c2ccco2)c(C(=O)OCC)cc2c(=O)n3cccc(C)c3nc21	-3%	7	3%	2%	1.6	-5%	1%	-0.3
CC(C)C[C@H]1CN=C(Nc2ccccc2)N1CC(C)C	-6%	-2	-4%	-8%	0.9	0%	-6%	0.5
Cc1ccc(NC(=O)c2ccc(Br)o2)cc1S(=O)(=O)N(C)C	-2%	-19	-13%	?	-0.6	8%	-2%	-0.2
O=C(Oc1ccc2ccc(O)cc2c1)C1CCCCC1	-2%[57.1 µM]	?	4.2µM*	-1%	-0.5	13%	20%	-1.0
CC(=O)N1CCCc2cc(S(=O)(=O)Nc3ccc(C)cc3C)ccc21	5%	14	-3%	-10%	-3.1	0%	11%	1.2
CCCS(=O)(=O)NC(=O)C1(C)CCCN(C(=O)c2ccccc2OC)C1 (stereo unspecified)	1%	8	-2%	-9%	0.0	4%	7%	-0.2
CC(C)(CNC(=O)c1ccc(NS(=O)(=O)c2ccc(F)cc2)cc1)N1CCOCC1	-27%	8	-2%	-10%	0.1	6%	-3%	3.1
CCOC(=O)c1c(C)[nH]c(C(=O)OCC(=O)N(CC(C)C)c2c(N)n(Cc3ccccc3)c(=O)[nH]c2=O)c1C	8%	-3	22%	-2%	1.0	-13%	1%	5.1
O=C(c1ccc(F)cc1)C1CCN(C(=O)c2ccccc2F)CC1	-2%	1	5%	-8%	1.0	3%	-10%	0.1

2 entries from above, set out differently:
Cc1ccccc1NC(=O)c1cc(N)ccc1N1CCCCC1
  WRN helicase inh: -12%
  PI5P4K alpha inh: /
  PLK1 PBD inh: -8%
  EPAC1 antag: -13%
  CCT modulator: -2.4
  EPAC2 agonist: 8%
  EPAC1 agonist: -10%
  IL2 activator: -0.9

COc1cccc(CNC(=O)C2CCC(CNc3c(N4CCC(C)CC4)c(=O)c3=O)CC2)c1 (stereo unspecified)
  WRN helicase inh: -1%
  PI5P4K alpha inh: -9
  PLK1 PBD inh: -6%
  EPAC1 antag: -18%
  CCT modulator: -1.5
  EPAC2 agonist: -6%
  EPAC1 agonist: -5%
  IL2 activator: -6.6

Assay outcomes: PubChem, National Center for Advancing Translational Sciences (NCATS)
